AID2073 – disruptors of CaV2.2 binding to Mint1 – biochemical, HTRF (AID 2073) | HTRF protein-protein interaction, Mint1-CaV2.2; higher % means a stronger effect | actives 0.19% (n = 290,000) | inhibition, % at 20 µM; hits with a dose series show IC50 in µM; in the data active = inhibition mostly above about 51%, no sharp cut-off; inconclusive = no clear call, values can overlap the other calls; inactive = mostly below about 53%; also: some results filed as inactive read as strong as hits
GPR55 LPI antagonism – GPR55 antagonists blocking LPI-driven arrestin recruitment, primary screen, imaging, U2OS, beta-arrestin-GFP, LPI agonist (AID 2013); actives 0.13% (n = 290,000); one-dose inhibition, % at 10 µM; IC50 in µM for titrated hits; U2OS GPR55 beta-arrestin-GFP translocation imaging, LPI antagonism; higher % means a stronger effect;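 active = spots per cell inhibited over 60%, with over 100 cells counted and total cytoplasm intensity under 500,000; inconclusive = wells with under 100 cells, flagged as likely toxic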;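 also: U2OS cells stably carrying GPR55 and arrestin-GFP stimulated by 5 µM LPI near EC80; imaged beta-arrestin-GFP aggregate spots per cell after agonist stimulation; plate controls were LPI-stimulated DMSO wells for no effect and DMSO wells without LPI for full effect; some results filed as inactive read as strong as hits; confirmed hits need IC50 under 10 µM and bright autofluorescent wells are also inconclusive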
KOR beta-arrestin-1 – kappa opioid receptor blockers – cell-based, luminescence, uHTS (AID 1778). KOR beta-arrestin recruitment, luminescence, antagonist mode; higher % means a stronger effect. inhibition, % at 10 µM, or IC50 in µM where a hit was titrated. actives 0.091% (n = 290,000); in the data active = inhibition above about 50%; also: strong numbers were not always called active
NOD1 inhibition – NOD1 signaling inhibitors, primary screen, cell-based, luminescence, uHTS (AID 1578) | inhibition, % at 4 µM, or EC50 in µM where a hit was titrated | NOD1-driven NF-kB luciferase reporter cells, luminescence; higher % means a stronger effect | actives 1% (n = 290,000); in the data active = inhibition mostly above about 36%, no sharp cut-off; inactive = mostly below about 34%;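 also: HEK-293T reporter cells stimulated with the NOD1 agonist gamma-tri-DAP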
KOR beta-arrestin-2 – kappa opioid receptor activators – cell-based, luminescence, uHTS, primary screen (AID 1777); KOR beta-arrestin recruitment, luminescence; higher % means a stronger effect; activation, % at 10 µM, or EC50 in µM where a hit was titrated; actives 0.02% (n = 280,000); in the data active = activation above about 50%, passing the limit was not always enough; also: a part of the inactive calls stands beside numbers as strong as those of hits
SIAH1 antagonists – Siah-1 peptide-binding antagonists, primary screen, biochemical, fluorescence polarization, rhodamine-plectin, uHTS (AID 1817). actives 0.02% (n = 290,000). Siah-1 / rhodamine-plectin peptide fluorescence polarization; higher % means a stronger effect. displacement, % at 20 µM, or IC50 in µM where a hit was titrated;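 active = displacement of at least 50% at 20 µM, with a fluorescence ratio check between 0.3 and a set limit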;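 also: plate controls were Siah plus tracer with DMSO for no effect and tracer alone without Siah for full effect; strong numbers were not always called active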
HIV fusion peptide – inhibitors of HIV fusion peptide binding, primary screen, biochemical, uHTS, fluorescence dequenching (AID 1986). cell-free peptide binding, fluorescence dequenching, 30 min; higher % means a stronger effect. inhibition, % at 20 µM, or IC50 in µM where a hit was titrated. actives 0.3% (n = 290,000); in the data active = inhibition mostly above about 52%, no sharp cut-off; inactive = mostly below about 76%; also: some results filed as inactive read as strong as hits
GPR35 antagonists – inhibition of zaprinast-stimulated GPR35 beta-arrestin translocation – imaging, U2OS, beta-arrestin-GFP, zaprinast agonist, primary screen (AID 2058); U2OS GPR35 beta-arrestin-GFP translocation imaging, zaprinast antagonism; higher % means a stronger effect; inhibition, % at 10 µM, or IC50 in µM where a hit was titrated; actives 0.052% (n = 290,000);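 active = inhibition of at least 50% with at least 30 cells and total cytoplasm GFP at most 10,000,000; inconclusive = under 30 cells or total GFP of 10,000,000 plus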
GPR55 activation – selective activators of receptor GPR55 – imaging, U2OS cells, beta-arrestin-GFP redistribution, primary screen (AID 1961). actives 0.048% (n = 290,000). U2OS GPR55 beta-arrestin-GFP redistribution imaging; higher % means a stronger effect. activation, % at 10 µM, or EC50 in µM where a hit was titrated;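 active = activation above 40% with more than 50 cells counted in the well; inconclusive = wells holding fewer than 50 cells, flagged as toxic or sparse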;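 also: U2OS osteosarcoma cells stably expressing GPR55 and beta-arrestin-GFP; plate controls were DMSO negative control for no effect and LPI positive control for full effect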
Starred values were filed as active, the others as inactive; ? = inconclusive; . = not tested or not shown; [ ] = dose if it differs, or a comment.

SMILES	AID2073	GPR55 LPI antagonism	KOR beta-arrestin-1	NOD1 inhibition	KOR beta-arrestin-2	SIAH1 antagonists	HIV fusion peptide	GPR35 antagonists	GPR55 activation
C/C(=N\Nc1ccc(S(=O)(=O)N2CCOCC2)cc1[N+](=O)[O-])C(C)C	-15%	15%	18%	-8%	-3.6%	-3%	-2.5%	7%	0.4%
CCCCc1nc2ccccc2c(NC(=O)CN2CCN(C)CC2)c1CCC	23%	-3%	-18%	-35%	4.9%	3%	-0.3%	1%	0.3%
COc1cccc2[nH]c(C(=O)NCc3ccccc3)cc12	23%	2%	13%	3%	-1.9%	1%	-0.8%	-8%	0.0%
CCCOc1ccc(-c2c(C(=O)N/N=C/c3ccc(OC)cc3)nnn2-c2nonc2N)cc1	25%	13%	-29%	-30%	0.9%	-1%	0.5%	-14%	-0.2%
CN(C(=O)c1cc([N+](=O)[O-])ccc1NCc1cccnc1)c1ccccc1	5%	4%	-17%[20 µM]	-17%	-0.5%	2%	-2.4%	-5%	-0.3%
C[C@@H]1CC=C[C@H]2[C@H]1C(=O)N(Cc1ccccc1)[C@H]2c1ccc(C(F)(F)F)cc1	-8%	16%	10%	-10%	7.7%	2%	1.5%	-9%	-0.1%
Cc1cc(C)nc(NS(=O)(=O)c2ccc(NC(=O)Nc3ccccc3F)cc2)n1	15%	6%	12%	-3%	4.4%	-1%	0.3%	8%	-0.2%
C#CC[N+](C)(C)CCN1C(=O)C2C(c3ccccc3)C=CC(c3ccccc3)C2C1=O (configuration not stated)	10%	17%	3%	-27%	-2.9%	4%	4.7%	9%	0.5%
CCOC(=O)C1=C(C)OC(N)=C(C#N)C1c1cncc(-c2ccc(F)cc2)c1 (configuration not stated)	3%	-1%	16%	10%	3.4%	0%	1.3%	-2%	0.0%
CC(=O)CN1C(=O)NC2(CCCc3ccccc32)C1=O (configuration not stated)	9%	10%	-5%	-3%	-1.0%	3%	0.5%	3%	0.0%
O=C(COc1cccnc1[N+](=O)[O-])N1CCc2ccccc2C1	1%	6%	12%	-41%	-2.8%	9%	-1.5%	-7%	0.1%
O=C(CSc1nnc(CNc2ccccc2)o1)N1CCN(C(=O)c2ccco2)CC1	27%	7%	-28%	-12%	0.1%	5%	2.2%	14%	-0.3%
COC(CNC(=O)C(=O)NCC1OCCN1C(=O)c1ccc(Cl)cc1)OC (configuration not stated)	3%	0%	2%	-6%	0.4%	-4%	-0.4%	3%	0.2%
O=C(CCn1cnnn1)N1CCCC(Nc2ccc(F)c(F)c2)C1 (configuration not stated)	0%	-3%	6%	-11%	0.9%	-2%	1.2%	3%	0.4%
CCOc1ccc(C(=O)N2CCN(c3ccccn3)CC2)cc1OCC	15%	4%	13%[20 µM]	44%	3.6%	-3%	-2.1%	6%	0.3%
C=CCS(=O)(=O)N1CCCC(N2CCN(c3ccccc3OC)CC2)C1 (configuration not stated)	9%	8%	-16%[20 µM]	-16%	-0.6%	7%	0.5%	3%	1.3%
COc1cccc(C(C(=O)NC2CCCC2)N(C(=O)CNC(=O)c2ccco2)c2cccnc2)c1 (configuration not stated)	7%	0%	-24%	-26%	-0.2%	-2%	0.5%	-1%	0.1%
CNC(=S)c1cc(C(C)(C)C)c(O)c(C(C)(C)C)c1	?	-2%	26%	-7%	4.9%	-5%	-0.6%	2%	0.1%
CCCCC1=CC2=C(c3ccco3)C(=O)C(C)(OC(=O)c3ccc(OC)cc3)C(=O)C2=CN1C(CO)CO (configuration not stated)	0%	11%	18%	-3%	1.1%	5%	30%	13%	-0.1%
CCOC(=O)c1c(N)c(C#N)nn1-c1ccccc1C(=O)OC	38%	7%	-7%	-12%	-3.0%	1%	-3.1%	-7%	0.2%
O=C(Cc1ccc(Br)cc1)Nc1ccc(S(=O)(=O)Nc2ncccn2)cc1	8%	-2%	-33%	15%	2.3%	-1%	2.2%	16%	0.4%
CC(C)CNC(=O)NC1(C(F)(F)F)Oc2ccccc2O1	2%	17%	-30%	-36%	3.1%	10%	-1.8%	-6%	0.6%
O=C(CN1CCOCC1)N1CCCc2c1c(=O)oc1ccc(OCc3ccccc3)cc21	-5%	-2%	8%	-17%	-3.6%	1%	-1.3%	-4%	0.2%
O=C(C1CCC(=O)N(C2CC2)C1)N1CCC(Oc2ccccc2F)CC1 (configuration not stated)	3%	12%	28%	-18%	0.2%	10%	2.2%	14%	-0.1%
COc1ccc([N+](=O)[O-])cc1NC(=O)C1(c2ccccc2)CCOCC1	15%	0%	2%	-6%	-3.5%	-8%	0.4%	9%	0.2%
SMILES	AID2073	GPR55 LPI antagonism	KOR beta-arrestin-1	NOD1 inhibition	KOR beta-arrestin-2	SIAH1 antagonists	HIV fusion peptide	GPR35 antagonists	GPR55 activation
O=C(Oc1ccnc2cc(Cl)ccc12)N1CCOCC1	-5%	-2%	-3%	14%	14%	2%	-1.3%	-5%	-0.2%
CCOc1ccccc1Nc1ccc(C(=O)O)cc1[N+](=O)[O-]	-14%	4%	1%	-28%	0.4%	15%	-3.1%	-5%	0.0%
O=C(NC1CCCC1)C(c1ccncc1)N(Cc1ccccc1)C(=O)c1ccc(-c2ccccc2)[nH]1 (configuration not stated)	27%	12%	-25%	-16%	0.7%	-2%	0.8%	1%	-0.6%
CS(=O)(=O)N1CCc2cc(S(=O)(=O)Nc3ccc4c(c3)OCCO4)ccc21	0%	0%	7%	13%	-4.3%	0%	0.4%	-10%	-0.1%
O=C(NCc1ccco1)c1cc(C(=O)C2CCCCC2)c[nH]1	-3%	-2%	-8%	-18%	-1.9%	3%	-0.9%	10%	0.0%
O=C(NNC(=O)c1cc(-c2ccco2)nc2ccccc12)c1ccccc1	-9%	2%	3%	-10%	3.4%	-1%	9.7%	22%	-0.2%
CN(CC(=O)NC1CCCCCC1)S(=O)(=O)c1ccc2c(c1)n(C)c(=O)c(=O)n2C	-1%	21%	17%	-8%	-6.8%	-1%	-1.7%	2%	-0.1%
CCCCCN=C(C)c1c(O)c2ccccc2oc1=O	3%	-14%	-38%	-30%	3.2%	-6%	0.0%	10%	-0.2%
NC(=O)CCn1c(=O)oc2ccccc21	-5%	-1%	-15%	-26%	-0.5%	1%	1.1%	-12%	0.0%
COc1cc2ccccc2cc1C(=O)NC(=S)Nc1cc(C(=O)O)ccc1C	18%	7%	-47%	-7%	4.6%	7%	52%	-4%	-1.0%
COCCCn1c(=O)c2sccc2n(Cc2cc(C(=O)OC)ccc2OC)c1=O	27%	-2%	-11%	-6%	4.9%	0%	-0.2%	3%	0.0%
O=C(O)Cn1c(=O)c(-c2ccccc2)nc2ccccc21	13%	-1%	-52%[20 µM]	38%	-0.1%	-5%	0.8%	4%	0.3%
CCOC(=O)N1CCC(NC(=O)c2cnn3cccnc23)CC1	12%	5%	13%	-15%	2.3%	0%	0.0%	2%	-0.1%
O=C1CC(N2CCN(S(=O)(=O)c3ccccc3)CC2)C(=O)N1c1ccccc1 (configuration not stated)	15%	1%	6%	-9%	-1.6%	0%	0.7%	4%	-0.1%
CC(Sc1sc(=S)sc1SC(C)C(=O)O)C(=O)O (configuration not stated)	5%	19%	-4%	16%	15%	3%	10%	6%	0.2%
CCN(CC)S(=O)(=O)c1ccc2c(c1)nc(CCC(=O)O)n2CC	12%	14%	-2%	-24%	-0.6%	-2%	0.8%	6%	0.7%
COc1cc(OC)cc(C(=O)Nc2ccc(-c3nc4ccccc4o3)c(O)c2)c1	?	21%	-8%	-6%	1.1%	5%	6.2%	8%	-0.1%
Cc1c(C(=O)OCC(=O)NCc2ccc3c(c2)OCO3)cccc1[N+](=O)[O-]	-1%	-4%	.	36%	4.7%	2%	0.1%	-5%	-0.4%
Cc1ccnc(SCc2cc(=O)c(OC(=O)c3ccc(Br)o3)co2)n1	-1%	4%	6%	0%	-3.4%	-4%	0.3%	-24%	-0.3%
Cc1cccc(CS(=O)(=O)Cc2ccc(C(=O)NCc3ccccc3)o2)c1	4%	15%	29%	-1%	-1.2%	5%	-0.3%	15%	0.3%
CC1C(=O)C(C)C(c2cc(Cl)ccc2O)NC1c1cc(Cl)ccc1O (configuration not stated)	4%	31%	7%	-1%	2.5%	1%	-0.3%	-2%	.
CCOc1cccc(C(=O)Nc2cccc(-c3nc4ncccc4o3)c2C)c1	7%	3%	-36%	-16%	3.0%	1%	0.2%	-1%	-0.1%
COCc1cc(CN2CCN(CCc3ccccc3)C(CCO)C2)ccc1OC (configuration not stated)	-1%	10%	2%[20 µM]	-23%	-2.4%	10%	-0.8%	1%	-0.4%
C=CCN1C(=O)C(O)(CC(=O)c2ccc(-n3cccc3)cc2)c2ccccc21 (configuration not stated)	8%	8%	11%	-22%	0.5%	1%	4.6%	-2%	-0.2%

Random excerpt: six records from the list, in no set order.
SMILES	AID2073	GPR55 LPI antagonism	KOR beta-arrestin-1	NOD1 inhibition	KOR beta-arrestin-2	SIAH1 antagonists	HIV fusion peptide	GPR35 antagonists	GPR55 activation
Cc1ccnc(SCc2cc(=O)c(OC(=O)c3ccc(Br)o3)co2)n1	-1%	4%	6%	0%	-3.4%	-4%	0.3%	-24%	-0.3%
C=CCN1C(=O)C(O)(CC(=O)c2ccc(-n3cccc3)cc2)c2ccccc21 (configuration not stated)	8%	8%	11%	-22%	0.5%	1%	4.6%	-2%	-0.2%
CS(=O)(=O)N1CCc2cc(S(=O)(=O)Nc3ccc4c(c3)OCCO4)ccc21	0%	0%	7%	13%	-4.3%	0%	0.4%	-10%	-0.1%
O=C(NNC(=O)c1cc(-c2ccco2)nc2ccccc12)c1ccccc1	-9%	2%	3%	-10%	3.4%	-1%	9.7%	22%	-0.2%
CCOc1cccc(C(=O)Nc2cccc(-c3nc4ncccc4o3)c2C)c1	7%	3%	-36%	-16%	3.0%	1%	0.2%	-1%	-0.1%
CCCCCN=C(C)c1c(O)c2ccccc2oc1=O	3%	-14%	-38%	-30%	3.2%	-6%	0.0%	10%	-0.2%

Given in markdown: two of the compounds above
| Compound | AID2073 | GPR55 LPI antagonism | KOR beta-arrestin-1 | NOD1 inhibition | KOR beta-arrestin-2 | SIAH1 antagonists | HIV fusion peptide | GPR35 antagonists | GPR55 activation |
| --- | --- | --- | --- | --- | --- | --- | --- | --- | --- |
| COc1cccc2[nH]c(C(=O)NCc3ccccc3)cc12 | 23% | 2% | 13% | 3% | -1.9% | 1% | -0.8% | -8% | 0.0% |
| CCCOc1ccc(-c2c(C(=O)N/N=C/c3ccc(OC)cc3)nnn2-c2nonc2N)cc1 | 25% | 13% | -29% | -30% | 0.9% | -1% | 0.5% | -14% | -0.2% |

Compound activity: PubChem BioAssay, Sanford-Burnham Center for Chemical Genomics

This is a subset; the hit share may differ from the screen's.
